Screening results as filed in PubChem BioAssay.
PTK2B oligo ant – blocks oligomerization of human Pyk2 in cells. Q14289. Q293 cells, Pyk2 FERM NanoBiT luminescence; hits give low values. z-score (the deposit names both 25 µM and 10 µM). 0.83% of 99,000 active. AID 1347419;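 active = Z-score of -3 or lower, scaled per plate to the spread of control and sample wells; inactive = z-score above -3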;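 note: negative z-score means lost luminescence so less FERM oligomerization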
Target sequence (Q14289 whole entry, looked up): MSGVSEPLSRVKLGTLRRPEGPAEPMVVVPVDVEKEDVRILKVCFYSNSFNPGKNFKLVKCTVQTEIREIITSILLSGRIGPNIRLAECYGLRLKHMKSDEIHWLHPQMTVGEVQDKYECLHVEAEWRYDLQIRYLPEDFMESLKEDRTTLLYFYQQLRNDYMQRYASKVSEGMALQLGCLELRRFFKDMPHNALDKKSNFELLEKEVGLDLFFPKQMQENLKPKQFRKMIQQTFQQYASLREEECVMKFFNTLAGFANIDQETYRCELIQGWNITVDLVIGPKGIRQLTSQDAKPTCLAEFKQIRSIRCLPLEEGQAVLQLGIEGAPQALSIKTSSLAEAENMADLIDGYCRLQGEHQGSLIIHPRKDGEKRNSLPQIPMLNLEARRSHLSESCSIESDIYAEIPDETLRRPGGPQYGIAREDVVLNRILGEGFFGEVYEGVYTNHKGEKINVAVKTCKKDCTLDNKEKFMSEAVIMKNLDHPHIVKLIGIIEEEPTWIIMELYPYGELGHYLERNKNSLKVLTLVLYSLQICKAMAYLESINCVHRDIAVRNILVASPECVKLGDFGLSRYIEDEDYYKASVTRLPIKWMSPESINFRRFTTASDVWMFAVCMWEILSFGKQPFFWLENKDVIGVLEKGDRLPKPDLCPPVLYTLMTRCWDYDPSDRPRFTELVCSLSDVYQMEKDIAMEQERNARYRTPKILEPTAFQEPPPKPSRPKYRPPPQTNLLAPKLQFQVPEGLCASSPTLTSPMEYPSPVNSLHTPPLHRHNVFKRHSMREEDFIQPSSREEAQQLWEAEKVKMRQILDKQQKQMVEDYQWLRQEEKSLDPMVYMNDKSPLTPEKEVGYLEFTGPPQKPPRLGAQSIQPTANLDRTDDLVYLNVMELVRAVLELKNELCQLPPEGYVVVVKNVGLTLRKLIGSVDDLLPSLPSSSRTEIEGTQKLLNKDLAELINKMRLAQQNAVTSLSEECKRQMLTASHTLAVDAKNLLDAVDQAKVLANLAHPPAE
FAK inh – inhibitors of human focal adhesion kinase. Q05397. biochemical FAK kinase activity assay. inhibition, %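 (tested at 7 µM)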. 0.84% of 97,000 active. AID 727; in the data active = inhibition above about 19%;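 note: 0% = DMSO and 100% = reference compound high control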
PLK1 inh – PLK1 (human) kinase inhibition; P53350; recombinant PLK1 kinase, TR-FRET peptide phosphorylation; inhibition, % at 10 µM; 0.53% of 97,000 active; AID 619;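 active = inhibition of 50% or more in the single-concentration screen; inactive = inhibition below 50%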;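 note: 0% = DMSO max control and 100% = H-89 dihydrochloride min control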
HIV Rev-RRE inh – inhibitors of HIV-1 Rev-RRE RNA interaction. P05866. Rev peptide-RRE RNA binding, FRET. inhibition, % at 8 µM. 0.79% of 97,000 active. AID 704;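 active = inhibition above the screen-wide mean plus 3 SD, cut at about 35% in these data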;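 note: 0% = median DMSO wells and 100% = median Neomycin B control wells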
Target sequence (P05866 whole entry, looked up): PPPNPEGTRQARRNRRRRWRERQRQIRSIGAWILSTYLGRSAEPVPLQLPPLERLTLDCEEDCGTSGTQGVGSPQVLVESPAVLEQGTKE
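Assay system: Labelled RRE RNA duplex and labelled Rev peptide | Times: 5 min preincubation and 15 min binding, 25 °C | Detection: FRET, ex 480 nm, em 540 and 671 nm | Evaluation: % inhibition of FRET ratio versus controls | Benchmarks: DMSO wells as 0% and neomycin B wells as 100% inhibition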
LYP act – increases human PTPN22 phosphatase activity; Q9Y2R2; recombinant LYP, DiFMUP fluorescence; 0 = plate median, 100 = signal doubled; activation, % at 2 µM; 0.11% of 96,000 active; AID 697;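 active = activation at 2 µM above a set limit, the mean plus 5 SD, cut at about 37% in these data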
PTPN22 inh 2 – inhibitors of human LYP (PTPN22) phosphatase. AID 640. 0.21% of 96,000 active. recombinant LYP catalytic domain, DiFMUP fluorescence. Q9Y2R2. inhibition, % at 2 µM;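 active = inhibition at 2 µM at or above a set limit, the screen mean plus 3 SD, cut at about 24% in these data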;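 note: 0% = DMSO with enzyme and 100% = enzyme fully blocked by orthovanadate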
F-actin modifier – alters cytoskeleton assembly in HUVEC cells | HUVEC TNFa F-actin phalloidin imaging, high content | inhibition, % at 2 µM | 0.18% of 91,000 active | AID 836;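 active = inhibition above the batch mean plus 3 SD and confirmed as a hit by visual image inspection, cut at about 30% in these data, passing the limit was not always enough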; note: strong numbers were not always called active
EphB4 ephrin blk – antagonists of human EphB4-ephrin-B2 interaction; EphB4 LBD / TNYL-RAW-Alexa532 peptide, fluorescence polarization; P54760; 0.15% of 97,000 active; AID 720; inhibition, % at 7 µM;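 active = inhibition above the screen-wide mean inhibition plus 3 SD, cut at about 15% in these data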;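 note: 0% = DMSO wells and 100% = excess unlabeled TNYL-RAW peptide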
Plk1 PBD FP – Plk1 (human) PBD binding inhibition; P53350; Plk1 PBD phosphopeptide binding, fluorescence polarization; inhibition, %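 (tested at about 20 µM)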; 0.13% of 97,000 active; in the data active = inhibition above about 34%, passing the limit was not always enough
Numbers without * were called inactive; i = inactive; / = no result given.

Second line of a record: PTK2B oligo ant	FAK inh	PLK1 inh	HIV Rev-RRE inh	LYP act	PTPN22 inh 2	F-actin modifier	EphB4 ephrin blk	Plk1 PBD FP
1: CN(C)S(=O)(=O)N1CCN(c2cc(Cl)ccc2Cl)CC1
  -0.5	-1	-9	6	15	-21	2	-1	8
2: N#Cc1ccccc1CSc1nc(N2CCCCC2)nc(N2CCCCC2)n1
  -0.3	-4	-5	14	-11	8	4	4	-22
3: c1ccc(-c2ccc(C3=Nn4c(nnc4-c4cc(-c5ccccc5)n[nH]4)SC3)cc2)cc1
  -0.86	-4	-14	8	-40	42*	-17	2	4
4: Cn1c(=O)c2c(-c3ccccc3)n(Cc3ccccn3)cc2n(C)c1=O
  0.12	-2	5	10	-2	-1	0	8	18
5: CCOC(=O)N1CCN(c2cc(N3CCN(CC)CC3)c(F)cc2[N+](=O)[O-])CC1C (stereo not given)
  0.19	-4	-7	8	9	-5	-16	1	7
6: CCC(C)(C)NC(=O)C(c1ccccc1F)N(C(=O)c1ccn[nH]1)c1ccccc1 (stereo not given)
  0.14	-1	-16	-5	2	-2	-8	3	-12
7: COc1ccccc1CNC(=O)CN1C(=O)C(C)N(c2ccc(C)cc2)C1=O (stereo not given)
  0.41	-2	-6	1	5	-6	0	-6	-4
8: CON/C=C(\C=Nc1ccccc1)c1ncc(C(F)(F)F)cc1Cl
  0.73	-10	-3	3	-12	16	-25	4	-24
9: O=C1C(=O)N(Cc2cccnc2)C(c2ccccn2)/C1=C(/O)c1ccccc1 (stereo not given)
  0.59	13	-17	11	-7	7	-9	12	-7
10: CC(C)(C)n1nnnc1C(c1cccc(C#N)c1)N1CCCc2ccccc21 (stereo not given)
  -0.65	8	-12	12	1	-1	/	-6	-17
11: CSc1nc(N)nc(SCC(=O)Nc2ccc(Cl)cc2)c1C#N
  -2.3	7	-2	3	-3	6	3	2	15
12: CCc1cc(C(=O)O)c(NC(=O)C(c2ccccc2)c2ccccc2)s1
  -2.2	-1	-12	9	-6	7	-11	4	-13
13: COc1ccc(C(=O)c2cnc3ccccc3c2-c2ccccc2)cc1
  -1.4	-6	-6	9	-10	12	5	2	-23
14: CCOc1ccc(C2c3c(oc4ccccc4c3=O)C(=O)N2CCCN2CCOCC2)cc1OCC (stereo not given)
  /	-1	74*	8	/	/	/	0	5
15: C=CCSc1nc2c(c(=O)[nH]c(=O)n2C)n1C(C)C
  1.2	7	2	2	8	-4	-4	-8	21
16: Cc1ccc2nc3c(cc(C(=O)NCC4CCCO4)n3C)c(=O)n2c1 (stereo not given)
  /	-1	-29	6	-1	-2	-13	3	12
17: COc1ccc(NC(=O)CSc2nc3c(c(-c4cccs4)c2C#N)CN(C)CC3)cc1OC
  -0.29	9	-9	63*	10	-6	7	5	-5
18: Cc1cc2c(c(=O)n1C1CC1)C(c1cccc(Cl)c1)C(C#N)=C(N)O2 (stereo not given)
  -0.61	0	0	2	-11	11	10	-6	-3
19: COc1ccc(-c2noc(COc3ccc(Cl)c(C)c3)n2)cc1
  /	3	-11	3	-11	9	6	-3	10
20: Clc1ccc(CCNc2nc3ccccc3n3nnnc23)cc1
  /	-1	-11	11	-3	2	-5	-1	-7
21: CCNC(=O)NC(=O)C(C)Sc1nc2cc(C(=O)OC)ccc2c(=O)n1-c1ccccc1 (stereo not given)
  -1.1	9	-6	3	-5	8	-5	7	11
22: CCCCNS(=O)(=O)c1ccc(OC)c2ncccc12
  -0.92	1	-6	4	4	-10	-6	8	-4
23: COC(=O)c1ccc(NC(=O)C2C3C=CC(O3)C2C(=O)O)cc1 (stereo not given)
  -0.84	4	-12	10	-3	8	-5	-1	-3
24: COc1cc(C(=O)Nc2ccccc2N2CCN(S(C)(=O)=O)CC2)cc(OC)c1OC
  0.08	-2	-13	8	-8	5	-15	-2	-1
25: O=C(O)Cc1ccc(NC(=O)c2ccc(NC(=O)c3ccco3)cc2)cc1
  0.04	1	-5	3	5	-3	0	-7	-33
26: CC1CC(C)CN(S(=O)(=O)c2ccc(C(=O)N3CCN(c4ccccc4)CC3)cc2)C1 (stereo not given)
  1.3	4	-8	-1	6	-8	37	-5	-11
27: Cc1ccnc(N2CCCC(C(=O)NCc3cccs3)C2)n1 (stereo not given)
  0.99	0	-4	5	6	-12	-13	3	-6
28: CCOc1ccccc1NC(=O)CSc1ncnc2c1oc1ccccc12
  -1.8	-290	i	6	2	-2	24	-7	2
29: O=C(O)c1ccccc1OCCOCCOc1ccccc1C(=O)O
  -0.21	38*	-12	5	4	-4	8	1	5
30: CCN(CC)S(=O)(=O)c1ccc2oc(SCC3CN=C(c4ccc(OC)cc4)S3)nc2c1 (stereo not given)
  0.18	3	-7	1	4	-7	10	-3	2
31: CC(NC(=O)Nc1ccccc1)C(c1cccs1)N1CCOCC1 (stereo not given)
  /	2	-8	4	1	-2	-14	-3	3
32: Cc1ccc(COc2ccsc2-c2n[nH]c(=S)n2C)cc1
  -0.14	0	-15	-1	3	0	-18	-14	12
33: CCCNc1ncnc2sc(C)c(C)c12
  -0.29	3	-10	-1	5	-6	-5	-4	-16
34: Cc1ccc(Nc2nc(Cl)nc(N(C)C#N)n2)cc1
  1.3	2	-8	1	11	-6	-25	-11	20
35: O=C(c1cc(Cl)ccc1Cl)N1CCN(c2ccccn2)CC1
  0.53	1	-3	5	7	-7	-2	6	18
36: COc1ccc(Cc2nc(C(=O)NCc3ccccc3OC)cs2)cc1
  -1.2	0	-6	10	-6	8	-2	3	-8
37: Cc1cc(C)c(NC(=O)C2CCCN2C)c(C)c1 (stereo not given)
  -0.09	-3	-5	7	-2	3	-12	0	11
38: CCn1c(=O)n(CC)c2cc(S(=O)(=O)Nc3ccccc3C)c(C)cc21
  -1.4	-1	-10	6	4	-4	0	7	5
39: Brc1ccc(-c2noc(CCc3ccccc3)n2)o1
  /	-6	6	5	8	-9	1	-4	25
40: CCCNC(=O)NC(=O)CSc1nc2cc(C(=O)OC)ccc2c(=O)n1-c1ccccc1
  -3.1*	1	-7	-7	8	-8	10	-3	-14
41: N#CC1=C2Sc3ccccc3N2CCCC1=O
  -0.15	1	-8	-2	-9	9	-7	-10	11
42: CCCCC(CC)C(=O)NCc1ccccc1OC (stereo not given)
  0.08	-5	-10	1	-9	8	4	1	0
43: Cc1nc2ccccc2c(=O)n1NC(=O)c1ccccc1Cl
  0.41	3	0	5	-10	9	38	-2	-15
44: CCCN1C(=O)NC2(O)C(=O)c3ccccc3C12O (stereo not given)
  0.42	-5	-6	6	-9	7	-13	3	-15
45: C(=N\c1nccs1)/c1cccnc1
  0.26	1	-12	7	1	-2	-9	-2	6
46: O=C(O)CCc1nnc2n(Cc3ccc(F)cc3)c(=O)c3ccccc3n12
  /	0	-9	8	-8	8	-14	-4	16
47: Cc1cccc(NC(=O)C23CCC(C)(C2Br)C3(C)C)c1 (stereo not given)
  -1.1	-2	-7	9	-12	15	-1	1	-12
48: Cc1cccc(OCCCC(=O)N2CCCc3ccccc32)c1C
  0.2	0	-4	4	-1	4	5	-1	-18
49: O=C(c1cnn2c(C(F)(F)F)cc(-c3ccco3)nc12)N1CCCCCC1
  0.36	2	-8	1	-6	5	2	-3	2
50: O=C(CSc1ncn[nH]1)Nc1cccc2ccccc12
  -0.25	-1	-6	12	7	-8	0	7	-5
51: O=C1C2ON(c3ccccc3)C(c3ccncc3)C2C(=O)N1c1ccccc1 (stereo not given)
  -0.63	-4	-8	-3	13	-15	-1	-6	22
52: CC1(C)SC(=S)N(/N=C/c2ccccc2)C1N(O)C(=O)Nc1ccc([N+](=O)[O-])cc1 (stereo not given)
  0.68	2	-7	14	9	-9	-5	3	-15
53: CN(C)c1nc(N)nc(CSc2ncc(Cl)cc2Cl)n1
  0.97	-3	-13	4	11	-14	6	-7	-1
54: C/C=C/CSc1nc2c(c(=O)[nH]c(=O)n2C)n1CCC
  -0.27	5	-16	5	0	-2	-5	8	16
55: CN1CCN(CC(=O)N(Cc2c(C#N)c3ccccc3n2C)c2ccccc2)CC1
  -0.09	0	-9	5	-7	6	-6	0	4
56: c1ccc(OCCCc2nc(-c3ccncc3)no2)cc1
  1.1	0	10	1	6	-7	14	-1	14
57: CCCn1c(N)c(C(=O)CSc2nnc(-c3ccco3)n2Cc2ccccc2)c(=O)[nH]c1=O
  0.65	0	-7	11	-6	7	/	2	26
58: CC1(C)Cc2c(c(-c3ccco3)nc3n[nH]c(N)c23)CO1
  0.81	11	52*	7	-1	-1	2	4	-10
59: COC(=O)c1[nH]c2ccc(Br)cc2c1NC(=O)Oc1ccccc1
  0.41	-2	-14	-1	0	-3	9	-3	-23
60: Cc1noc(C)c1CSc1nnc(-c2ccccc2F)n1CCc1ccccc1
  0.29	3	-9	5	-3	3	9	5	20

3 entries out of the list above, ordered by their value in PLK1 inh, highest first:
Second line of a record: PTK2B oligo ant	FAK inh	PLK1 inh	HIV Rev-RRE inh	LYP act	PTPN22 inh 2	F-actin modifier	EphB4 ephrin blk	Plk1 PBD FP
56: c1ccc(OCCCc2nc(-c3ccncc3)no2)cc1
  1.1	0	10	1	6	-7	14	-1	14
48: Cc1cccc(OCCCC(=O)N2CCCc3ccccc32)c1C
  0.2	0	-4	4	-1	4	5	-1	-18
53: CN(C)c1nc(N)nc(CSc2ncc(Cl)cc2Cl)n1
  0.97	-3	-13	4	11	-14	6	-7	-1

Following part.
Second line of a record: PTK2B oligo ant	FAK inh	PLK1 inh	HIV Rev-RRE inh	LYP act	PTPN22 inh 2	F-actin modifier	EphB4 ephrin blk	Plk1 PBD FP
61: COc1ccc(NC(=O)Cn2c(-c3ccc(OC)cc3)cn(-c3ccc(C)cc3)c2=O)cc1
  -1.1	0	6	-4	0	1	/	2	4
62: CC(=O)c1ccc2c3c(cccc13)CC2
  -0.55	1	-13	4	4	-4	-2	-4	-2
63: O=C(Oc1ccc(-c2cnc3ccccc3n2)cc1)c1cc([N+](=O)[O-])ccc1Cl
  0.42	4	-19	12	-9	7	2	-3	-13
64: CCn1c(C(=O)N2CCCC(C(=O)O)C2)cc2sccc21 (stereo not given)
  0.35	3	-1	5	-4	5	20	-1	-24
65: CN(c1ccc(C(=O)N2CCN(c3ccc(F)cc3)CC2)cc1)S(C)(=O)=O
  0.19	0	-11	6	-5	8	-4	-3	-10
66: CCOc1ccc(C2C(C#N)=C(N)N(c3sc4c(c3C#N)CCCC4)C3=C2C(=O)CCC3)cc1 (stereo not given)
  0.15	1	-15	11	-6	8	22	-3	-1
67: Cc1ccc(-c2nnn(CCC(=O)NC3CCCC3)n2)cc1
  0.83	2	-5	-1	-15	14	-19	2	-7
68: CCOc1ccccc1OCCCOc1ccc(C)cc1Cl
  -0.63	5	-5	16	0	4	5	8	-2
69: CCOc1cc(-c2nc(-c3cc(OC)c(OC)c(OC)c3)no2)cc(OCC)c1OCC
  /	1	-7	7	-8	7	1	-3	-9
70: Cc1nn2c(N3CCN(C(=O)c4ccco4)CC3)cc(C(C)(C)C)nc2c1-c1ccccc1
  /	4	-15	10	3	-6	-6	1	-13
71: COC(=O)c1c(NC(=O)C2CC=CCC2C(=O)O)sc(C(N)=O)c1C (stereo not given)
  0.21	1	-2	4	-4	4	-22	2	-28
72: Cc1ccc(C2CC(c3cccs3)n3nc(N)nc3N2)cc1 (stereo not given)
  -0.13	11	-9	30	-1	4	17	12	17
73: Brc1ccccc1-c1nnc(CSc2nnnn2-c2ccccc2)o1
  -0.85	3	-4	11	-10	8	-6	-10	-6
74: CN1CCN(CC(=O)Nc2nc(-c3ccccc3)cs2)CC1
  0.19	-2	-5	1	-3	2	-22	-6	19
75: CCOC(=O)c1cc(-c2ccncc2)nc2c1c(C)nn2-c1ccccn1
  -0.45	6	-12	8	0	-1	/	1	0
76: O=C(Cn1nnc(-c2ccccc2Cl)n1)N1CCN(S(=O)(=O)c2ccc(Cl)cc2)CC1
  -0.48	-9	-9	8	-15	13	-3	2	0

Not a hit list. Share with any hit: about 3.5%.
